ELG1 repair inh: ELG1-dependent DNA repair inhibition. HEK293T ELG1-luciferase reporter, luminescence, 16 h; DNA damage induced by 5-fluorouridine. Potency, µM (highest dose often 46.1 µM), for the others: at the top dose activity change, negative = inhibition, most hits filed as inhibitors. hit rate 2.3% among 330,000. AID 504467; also: potency is read from the fitted curve at half-maximal effect; % is scaled to controls: 0 for no effect and ±100 for the full control effect; nearly all actives have a fitted effect of over 55% in size
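Cells (2,000 per well) received 5-fluorouridine plus test compound or DMSO and were incubated 16 hr at 37 °C, 5% CO2. Luciferase activity was read by luminescence 30 min after ONE-Glo addition; signal suppression marked inhibition of damage-induced ELG1 function.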
AT treatment: potential ataxia-telangiectasia treatment; […] A-T fibroblasts, KAP-1 phosphorylation AlphaLISA; neocarzinostatin DNA damage 30 min before lysis; Potency, µM (series often up to 57.5 µM), without a hit: top-dose activation, hits mostly activators; hit rate 0.19% among 320,000; also: potency is read from the fitted curve at half-maximal effect; % of control where 0% means no effect; nearly all actives have a fitted effect of over 45% in size
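ATM-like activity read as KAP-1 phosphorylation via AlphaLISA donor/acceptor antibody pairs after lysis and 6 hr at 25C. Cells were ATM-null patient fibroblasts ([…], hTERT), dosed 60 min, then exposed to the DSB inducer NCS for 30 min.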
TSG101-PTAP inh: blocks PTAP/TSG101 interaction to inhibit HIV-1 budding; 340,000 tested, under 10 active; AID 493005; Q99816; Potency, µM (top dose mostly 115 µM), inactives show at the top dose activity change, negative = inhibition, hits mostly inhibitors; Fluorescence polarization, FITC-PTAP peptide / Tsg101 binding; active = well fitted inhibition curve with a large enough effect in the main read-out, with a control signal flat, not every such curve was filed as active; inconclusive = small, poorly fitted or top-dose-only effect, or effect the other way, or a change in a side signal; inactive = no such curve, though single readings can be large or run the other way; also: potency is read from the fitted curve at half-maximal effect; % of control where 0% means no effect
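Compounds were pin-transferred onto Tsg101 binding domain (10 uM final) in HEPES pH 7.5 buffer, then FITC-PTAP peptide was added at 50 nM final. After 20 min at RT, polarization reported peptide displacement across a qHTS concentration series.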
TCR act: T cell receptor activation. Potency, µM (highest dose often 9.22 µM), for the others: top-dose activation of IL-2 secretion, hits mostly activators. primary human leukocytes, anti-CD3, IL-2 HTRF, 48 h. 330,000 tested, under 10 active; also: % of control where 0% means no effect
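HTRF read-out of IL-2 secretion: europium cryptate donor excited at 320nm, d2 acceptor emission at 665nm. Cells were primary human leukocytes incubated 48 hr with compounds and a-CD3 beads, supplying TCR signal only.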
BRCA1 expr up: activators of BRCA1 expression; MCF7-BRCA1-FFLuc reporter, luminescence, 48 h; response scale: scaled: vehicle 0%, 10 µM genistein 100%; Potency, µM (highest dose often 46.1 µM), without a hit: at the top dose activation, actives largely listed as activators; hit rate 1.1% among 380,000; AID 624202; also: potency is read from the fitted curve at half-maximal effect; nearly all actives have a fitted effect of over 80% in size; some results filed as inactive show a strong effect at the top dose
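MCF7-BRCA1-FFLuc cells, 2000/well in phenol-red-free MEM, attached 2 h then treated 48 h at 37 C. Luciferase luminescence read 15 min after reagent; normalized to genistein maximum activation (10microM) and DMSO, concentration-response fitted.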
a7 integrin act: activates integrin-mediated alleviation for muscular dystrophy. alpha7betagal myoblasts, beta-gal FDG fluorescence, 48 h. Potency, µM (titrated, usually from 38.3 µM), for inactives: top-dose activation, most hits filed as activators. hit rate 0.064% among 350,000. AID 624291;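 also: potency is read from the fitted curve at half-maximal effect; 100% = response of the positive control SU9516; nearly all actives have a fitted effect of over 60% in size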
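alpha7betagal+/- myoblasts (passage 13, 250/well) treated 48 h at 37C with compounds at 1:260 dilution of DMSO stock. Lysed, then beta-galactosidase activity read as FDG fluorescence (ex 480/em 540) after 30 min, with pre-read for autofluorescence.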
B2AR arrestin: recruits beta-arrestin to the human beta2-adrenergic receptor; P07550; beta-arrestin recruitment to beta2AR, cell-based reporter; AID 492947; Potency, µM (doses to about 46.1 µM), for inactives: top-dose activation, hits mostly activators; hit rate 0.02% among 330,000;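 also: potency is read from the fitted curve at half-maximal effect; 0% = DMSO controls and full agonism = EC100 isoproterenol or metaproterenol; nearly all actives have a fitted effect of over 65% in size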
MLL CXXC-DNA inh: MLL CXXC-DNA interaction inhibition | Q03164 | MLL-CXXC / FITC-HOXA9 DNA fluorescence polarization | Potency, µM (series often up to 115 µM), inactives show at the top dose activity change, negative = inhibition, hits mostly inhibitors | hit rate 0.037% among 290,000 | AID 2662; active = well fitted inhibition curve with a large enough effect in the polarisation, with a control signal flat, not every such curve was filed as active; inconclusive = small, poorly fitted or top-dose-only effect, or effect the other way, or a change in a side signal; inactive = no such curve, though single readings can be large or run the other way; the % refers to the polarisation; also: potency is read from the fitted curve at half-maximal effect
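Steps: dispense CXXC domain solution (7 uM) → pin compounds or unlabeled HOX-A9 DNA control → 5 min ambient → add FLSN-HOX-A9 solution (50 nM) → spin → 30 min ambient → fluorescence polarization. Tris pH 7.5/NaCl/DTT/BSA buffer.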
p53 reactivation: re-activators of mutant p53. AID 504706. H1299 p53-A138V BP100-luciferase reporter, luminescence, 24 h. hit rate 0.063% among 320,000. Potency, µM (highest dose often 92.2 µM), inactives show top-dose activity change, positive = activation, actives largely listed as activators; also: potency is read from the fitted curve at half-maximal effect; % of control where 0% means no effect; nearly all actives have a fitted effect of over 45% in size
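H1299 (p53-null), stable ts p53-A138V + BP100-Luc; 1000 cells/well, Opti-MEM/10% FBS; cpd 4 pt, 1:5; 24 h, 37 deg C, 5% CO2; detection reagent 10 min RT; luminescence.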
TRPV1 agonist: human TRPV1 agonism | Q8NER1 | TRPV1-expressing cells, Fluo-8 calcium influx, agonist mode | activation, % at 8.33 µM | hit rate 0.19% among 320,000 | AID 540275; in the data active = activation above about 80%; inconclusive = between about 30% and that limit; also: 0% is about no effect
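Cells expressing TRPV1 were dye-loaded with Fluo-8 and read kinetically: 10 s baseline, 3 min after compound (agonist portion), then 2 min after EC20 capsaicin (allosteric enhancer portion). Calcium-bound dye fluorescence at 480/520 nm.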
* = called active by the depositor; ? = inconclusive; nt = no result given; [ ] = remark or other dose. Unless noted, calls follow the shape of the dose curve; as a rule, active = well fitted curve in the direction sought with a large enough effect; inconclusive = small, poorly fitted or top-dose-only effect, or another doubt; inactive = no such curve, though single readings can be large; an effect the other way counts as inactive or inconclusive.

Every second line gives: ELG1 repair inh	AT treatment	TSG101-PTAP inh	TCR act	BRCA1 expr up	a7 integrin act	B2AR arrestin	MLL CXXC-DNA inh	p53 reactivation	TRPV1 agonist
> Cc1ccc2c(COC(=O)c3ccccc3Cl)cc(=O)oc2c1
→ ?	-5%	-2%	2%	?	9%	-0.1%	8%	?	?
> CN(NC(=S)Nc1ccc(OC(F)F)cc1)C(=S)Nc1ccc(OC(F)F)cc1
→ -1%	10%	-2%	4%[46.1 µM]	-48%	4%	0.5%	7%	1%	-3
> CCCOc1ccc(/C(O)=C2/C(=O)C(=O)N(c3ccccn3)C2c2ccc(OC)cc2)cc1C (centres undefined)
→ -1%	19%	1%	1%	14%	?	0.5%	?	6%	14
> CCCN(CCC)CCNC(=O)c1cc2c(C)nc3ccccc3c2o1
→ -18%	2%	-9%	5%	8%	-45%	-0.3%	-18%	-6%	0
> CCC(C)C(Nc1ncnc2scc(-c3ccccc3)c12)C(=O)O (centres undefined)
→ -7%	7%	-5%	3%	-18%	7%	-0.1%	-17%	nt	-6
> Cc1cc(NC(=O)CSc2ccc(F)cc2)no1
→ -7%	1%	-2%	-1%	-2%	-27%	-0.1%	3%	2%	-6
> CCn1c(SCC(=O)Nc2ccccc2)nc2c1c(=O)n(C)c(=O)n2C
→ -12%	1%	2%	3%[46.1 µM]	3%	8%	-0.2%	9%	-13%	1
> CCOC(=O)N1CCN(C(=O)C2COc3ccccc3O2)CC1 (centres undefined)
→ 0%	10%	-6%	nt	23%	0%	0.4%	-1%	0%	1
> O=c1c2ccccc2nc(-c2cccc(Cl)c2)n1O
→ 0%	-8%	-3%	0%	-42%	-13%	-0.2%	6%	3%	-1
> COc1cc(-c2noc(C)c2C#Cc2ccsc2)cc(OC)c1OC
→ ?	-2%	-2%	-4%	-55%	-24%	0.1%	-3%	23%	23
> COC(=O)c1ccc(Oc2ccc(C(C)(C)C)cc2)c([N+](=O)[O-])c1
→ 0%	0%	1%	1%	-11%	24%	-0.5%	-2%	8%	6
> COc1cc(OC)cc(C(=O)NC(C(=O)NNC(=O)c2ccc(C)cc2)C(C)C)c1 (centres undefined)
→ -4%	3%	-4%	0%	-16%	9%	0.5%	nt	?	5
> COc1ccc(C2C(C#N)=C(N)Oc3cccc(O)c32)cc1 (centres undefined)
→ -2%	10%	-2%	-8%	-2%	9%	0.5%	-2%	3%	-2
> COc1ccc(N2CCN(c3cc(C)c4ccc(O)cc4n3)CC2)cc1
→ -6%	-3%	1%	2%[46.1 µM]	2%	11%	0.3%	-4%	6%	-1
> O=C(Nc1ccccn1)c1ccc(Br)c(S(=O)(=O)N2CCCC2)c1
→ -2%	9%	-1%	-7%	33%	23%	-0.2%	-3%	25%	?
> COc1ccc(OC)c(NC(=O)CC(NCCC2=CCCCC2)C(=O)O)c1 (centres undefined)
→ 8%	-4%	nt	nt	nt	nt	0.2%	1%	-1%	1
> Cc1cccc2sc(N(CCCN(C)C)C(=O)c3cc4ccccc4oc3=O)nc12
→ ?	-6%	-1%	-2%[46.1 µM]	-12%	-37%	0.2%	21%	?	11
> Cc1cc(NC(=O)CCC(=O)N(c2ccccc2)C(C)C(=O)NC2CCCC2)no1 (centres undefined)
→ 1%	5%	-2%	-2%	-30%	-11%	0.0%	13%	-1%	-2
> CN(CC(=O)Nc1ccccc1Cl)C(=O)COC(=O)CNC(=O)c1ccc(Br)o1
→ nt	nt	0%	5%	11%	0%	nt	nt	nt	nt
> COCCN(C(=S)Nc1ccc(OC)cc1)C(C)c1cccs1 (centres undefined)
→ -5%	4%	-3%	11%[46.1 µM]	-26%	-29%	0.4%	-5%	-3%	-1

The last 5 compounds of the section before lead into the next.
Every second line gives: ELG1 repair inh	AT treatment	TSG101-PTAP inh	TCR act	BRCA1 expr up	a7 integrin act	B2AR arrestin	MLL CXXC-DNA inh	p53 reactivation	TRPV1 agonist
> COc1ccc(OC)c(NC(=O)CC(NCCC2=CCCCC2)C(=O)O)c1 (centres undefined)
→ 8%	-4%	nt	nt	nt	nt	0.2%	1%	-1%	1
> Cc1cccc2sc(N(CCCN(C)C)C(=O)c3cc4ccccc4oc3=O)nc12
→ ?	-6%	-1%	-2%[46.1 µM]	-12%	-37%	0.2%	21%	?	11
> Cc1cc(NC(=O)CCC(=O)N(c2ccccc2)C(C)C(=O)NC2CCCC2)no1 (centres undefined)
→ 1%	5%	-2%	-2%	-30%	-11%	0.0%	13%	-1%	-2
> CN(CC(=O)Nc1ccccc1Cl)C(=O)COC(=O)CNC(=O)c1ccc(Br)o1
→ nt	nt	0%	5%	11%	0%	nt	nt	nt	nt
> COCCN(C(=S)Nc1ccc(OC)cc1)C(C)c1cccs1 (centres undefined)
→ -5%	4%	-3%	11%[46.1 µM]	-26%	-29%	0.4%	-5%	-3%	-1
> CCC(C)(C)NC(=O)CN(C(=O)CCC(=O)Nc1cc(C)ccn1)c1ccc2c(c1)OCO2
→ 1%	2%	-1%	-6%	-20%	-6%	-0.2%	14%	-3%	-2
> NS(=O)(=O)c1ccc(NC(=O)C(Sc2ccccc2)c2ccccc2)cc1 (centres undefined)
→ 9%	14%	0%	6%[46.1 µM]	-17%	26%	-0.6%	0%	0%	?
> Cc1cc(C)c(N2CCN(S(=O)(=O)N3CCCCCC3)CC2)c(C)c1
→ ?	9%	0%	-1%	-48%	-9%	0.3%	-2%	8%	23
> O=C(Nn1cnnc1)c1cc2c(s1)CCCC2
→ ?	0%	-5%	-2%	23%	-18%	-0.1%	-3%	9%	-1
> O=S(=O)(c1ccc(OCC(O)CN2CCN(c3ccc(F)cc3)CC2)cc1)N1CCOCC1 (centres undefined)
→ ?	2%	-7%	-11%	-15%	-15%	0.1%	0%	0%	-2
> C=CCN1C(=O)NC(c2ccccc2)(C(F)(F)F)S/C1=C(\C#N)c1nnc(N2CCOCC2)n1-c1ccccc1 (centres undefined)
→ -14%	-2%	-7%	0%[46.1 µM]	-44%	-41%	-0.1%	12%	-4%	6
> O=C(CCCCn1c(=O)[nH]c2ccsc2c1=O)NCCc1ccccc1
→ -13%	5%	-2%	3%	-3%	-8%	-0.9%	13%	1%	-1
> CCCCc1ccc(NC(=O)N2CCN(c3cc(C)nc4ccccc34)CC2)c(C)c1
→ ?	-9%	-1%	3%	-52%	-7%	0.2%	12%	3%	-2
> COc1ccccc1OCCN1C(=O)S/C(=C\c2ccco2)C1=O
→ ?	1%	-2%	3%	71%	21%	-0.4%	1%	11%	3
> CS(=O)(=O)N(CC(=O)N1CCCCCC1)c1cccc(Cl)c1Cl
→ -6%	23%	-3%	6%	0%	-27%	-0.1%	-3%	-3%	4
> Cc1nnc(SCC(=O)Nc2ccc(N3CCOCC3)cc2)n1Cc1ccccc1
→ ?	6%	-2%	6%	-2%	-12%	-0.2%	nt	12%	-2
> CCCCCc1nc(N)c(C#N)c(-c2ccco2)c1CCCC
→ 0%	1%	-6%	0%	-6%	-1%	-0.6%	7%	-2%	?
> CCOc1cccc(NC(=O)C2CC(=O)NC(=Nc3ccccc3)S2)c1 (centres undefined)
→ 5%	-2%	-2%	-1%	-19%	1%	-0.1%	6%	10%	2
> COc1cccc(-c2cc(C(=O)N3CCN(Cc4ccc5c(c4)OCO5)CC3)on2)c1
→ ?	4%	-7%	-2%	-12%	-14%	0.3%	nt	nt	7
> O=C(Nc1ccccc1N1CCCC1)c1cc(=O)[nH]c2ccccc12
→ -9%	-10%	1%	-3%	-12%	10%	-0.1%	nt	0%	2
> O=C(NC(=S)NCC1CCCO1)c1ccc(Br)o1 (centres undefined)
→ ?	0%	-4%	5%	?	-22%	-0.4%	-4%	7%	22
> Cc1ccc(S(=O)(=O)N2CCC[C@H]2C(=O)OCc2nc3ccccc3s2)cc1
→ nt	nt	-4%	4%	-10%	4%	nt	nt	nt	nt
> CCCCCCN(C(=O)CCCCCN1C(=O)NC(c2ccc(-c3ccccc3)cc2)C(C(=O)OCc2ccccc2)=C1C)C(C(=O)NCCCC)c1ccc(-c2ccccc2)cc1 (centres undefined)
→ ?	6%	nt	nt	nt	nt	0.4%	-1%	-3%	1

Screening results from PubChem BioAssay.
